Compound activity as filed in PubChem BioAssay.
SENP1 FRET inh – blocks the human SENP1 SUMO protease catalytic domain; Q9P0U3; recombinant SENP1 catalytic domain, CyPet-SUMO1-YPet FRET cleavage; inhibition, % at 10 µM; 360,000 tested, 0.21% active; AID 624204;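 active means inhibition at least 30% at 10 µM, raw YFP signal under a set limit, fluorescence ratio 0.5 to 1.5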;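 further: 0% = enzyme with DMSO and 100% = no enzyme wells; some results filed as inactive read as strong as hits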
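System: Recombinant human SENP1 catalytic domain, His6-tagged | Incubation: Enzyme reaction for 50 min at room temperature, dark | Medium: Tris pH 8 with BME, BSA, NP40 and catalase | Also added: 25 nM SUMO1 FRET substrate | Compound: 10 µM single point, 0.5% DMSO | Measured by: FRET fluorescence in CFP and YFP emission channels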
UBC13 polyUb – human UBC13 polyubiquitination inhibition | UBC13 polyubiquitin chain formation, TR-FRET | inhibition, % at 20 µM | 330,000 tested, 0.47% active | AID 485273; in the data active means inhibition above about 45%, passing the limit was not always enough
Target sequence (P61088 whole entry, looked up): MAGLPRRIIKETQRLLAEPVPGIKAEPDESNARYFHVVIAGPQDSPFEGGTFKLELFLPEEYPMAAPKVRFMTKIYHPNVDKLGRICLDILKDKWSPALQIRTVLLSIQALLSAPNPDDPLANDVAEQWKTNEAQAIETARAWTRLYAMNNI
SENP6 block – inhibitors of human SENP6 protease; Q9GZR1; Recombinant SENP6 catalytic domain, aminoluciferin luminescence; inhibition, % at 10 µM; 330,000 tested, 1.8% active; AID 2599;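 active means inhibition above about 50% at the single tested dose, limit read from the data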;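 further: plate controls were DMSO wells with enzyme for no effect and DMSO wells lacking enzyme for full effect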
Target sequence (Q9GZR1 628-1112 limits assumed): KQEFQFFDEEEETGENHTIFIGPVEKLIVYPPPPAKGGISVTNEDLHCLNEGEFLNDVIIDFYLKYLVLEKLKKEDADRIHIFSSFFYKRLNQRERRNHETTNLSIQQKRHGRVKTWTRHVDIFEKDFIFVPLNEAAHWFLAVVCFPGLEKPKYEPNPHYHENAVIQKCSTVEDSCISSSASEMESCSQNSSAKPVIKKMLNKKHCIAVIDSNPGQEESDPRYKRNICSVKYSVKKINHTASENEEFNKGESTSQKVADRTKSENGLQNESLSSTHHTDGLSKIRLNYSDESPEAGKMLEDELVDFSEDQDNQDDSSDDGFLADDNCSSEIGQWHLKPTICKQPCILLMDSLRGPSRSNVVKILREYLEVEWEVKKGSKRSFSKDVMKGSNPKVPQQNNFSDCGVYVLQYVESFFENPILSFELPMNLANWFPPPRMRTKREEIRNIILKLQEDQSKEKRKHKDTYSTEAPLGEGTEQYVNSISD
SENP7 block – blocks the human protease SENP7; Q9BQF6; recombinant SENP7, Z-RLRGG-aminoluciferin luminescence, 40 min; inhibition, % at 5 µM; 330,000 tested, 1.5% active; AID 434973;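 active means inhibition above about 50% at the single test dose, limit read from the data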;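 further: plate controls were DMSO with enzyme for no effect and no enzyme buffer wells for full effect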
Target sequence (Q9BQF6 706-1050 limits assumed): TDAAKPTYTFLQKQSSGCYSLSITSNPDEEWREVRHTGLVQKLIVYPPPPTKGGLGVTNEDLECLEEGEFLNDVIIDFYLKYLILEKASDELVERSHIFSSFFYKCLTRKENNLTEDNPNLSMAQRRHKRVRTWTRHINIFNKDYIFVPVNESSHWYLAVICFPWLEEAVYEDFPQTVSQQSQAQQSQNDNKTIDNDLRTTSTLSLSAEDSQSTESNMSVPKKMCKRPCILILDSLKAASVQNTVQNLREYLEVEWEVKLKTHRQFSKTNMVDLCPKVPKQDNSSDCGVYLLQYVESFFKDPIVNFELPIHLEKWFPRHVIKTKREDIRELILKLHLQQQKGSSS
SENP8 block-1 – SENP8 (human) protease inhibition; Q96LD8; recombinant SENP8, Nedd8 substrate fluorescence; AID 602440; inhibition, % at 20 µM; 360,000 tested, 0.64% active; in the data active means inhibition mostly above about 40%, no sharp cut-off; inactive means mostly below about 27%
Apaf1 inhib – blocks human Apaf-1 apoptosome activity; O14727; reconstituted apoptosome caspase-3 activity, DEVD-Rh110 fluorescence; inhibition, % at 20 µM; 330,000 tested, 0.71% active; active means inhibition of at least 40% at 20 µM;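 further: plate controls were DMSO wells for no effect and DEVD-CHO caspase inhibitor wells for full effect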
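Medium: Hepes buffer, pH 7.5 / System: biochemical Apaf-1 apoptosome reconstitution / Measured by: Rh110 fluorescence, excitation 480 nm, emission 540 nm / Times: compound with Apaf-1, dATP, procaspase-3 30 min, then 50 min reaction, room temperature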
SENP8 block-2 – inhibitors of human SENP8 protease; inhibition, % at 10 µM; 330,000 tested, 1.2% active; AID 2540; Q96LD8; purified SENP8, Z-RLRGG-aminoluciferin cleavage, luminescence; in the data active means inhibition above about 50%
APOBEC3G inh – inhibitors of human APOBEC3G DNA deaminase | Q9HC16 | inhibition, % at 20 µM | recombinant A3G, ssDNA deamination FAM/TAMRA fluorescence | 330,000 tested, 0.28% active;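 active means inhibition of at least 40% at 20 µM, with no more than 30% in the related APOBEC3A deaminase screen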;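 further: plate controls were DMSO wells with A3G for no effect and wells lacking A3G enzyme for full effect; some compounds called inactive have numbers as strong as hits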
* hit, by the source's call; / = no result given. Not a hit list (roughly 3.6% active in at least one column).

compound	SENP1 FRET inh	UBC13 polyUb	SENP6 block	SENP7 block	SENP8 block-1	Apaf1 inhib	SENP8 block-2	APOBEC3G inh
Cc1ccc(C(=O)NNC(=S)NC(=O)c2ccco2)cc1	0.6	-24.2	12.6	-0.5	29.2	2.7	-5.7	-1.7
CCN(CC)S(=O)(=O)c1cccc(N=Nc2c(O)c3ccccc3oc2=O)c1	0.5	-22.9	48.4	-1.4	21.4	-9.4	9.3	-3.2
CC(C)C1C(C#N)=C(N)Oc2n[nH]c(C(C)(C)C)c21 (configuration not stated)	3.4	-0.4	-9.6	-2.8	13.8	11.1	-3.5	-7.0
COc1ccc(-c2csc(NC(=O)CN3C(=O)CCC3=O)n2)c(OC)c1	0.9	4.3	11.8	3.8	29.8	-3.2	2.3	-6.2
COc1ccc(C(=O)Nc2ccc3[nH]ccc3c2)cc1	2.1	-1.8	30.6	47.1	0.0	-7.9	16.2	-2.0
Cc1ccc(-c2csc(NC(=O)c3ccc(C)o3)n2)cc1	-0.4	21.3	-1.5	0.0	-16.9	1.8	-2.9	-7.0
O=C(CNc1ccc(F)cc1)N/N=C1\CCc2ccccc21	-1.8	2.4	5.3	7.1	-0.9	6.3	-1.5	-2.8
CCOc1cc(N2CCOCC2)c(OCC)cc1NC(=O)COc1cccc(CC)c1	1.0	5.1	6.5	1.6	7.6	12.7	-0.7	-0.2
CCOC(=O)c1cnn(-c2nc(CC)nc3sc4c(c23)CCC4)c1N	0.5	3.2	-5.8	-0.2	17.8	10.6	8.3	-4.9
CCCSc1nnc(CNS(=O)(=O)c2ccc(C)cc2)n1C	-1.8	10.0	7.7	-8.6	8.2	-5.6	-6.7	-8.4
Cc1c(NC(=O)COc2ccc(C(C)C)cc2)c(=O)n(-c2ccccc2)n1C	0.2	-4.5	-20.3	9.3	11.3	-15.7	-2.0	-2.1
CCOc1ncccc1C(=O)Nc1ccc2c(c1)OCCO2	1.2	0.6	2.2	-6.6	6.0	-0.1	-0.8	-6.3
O=C(Nc1nnc(CCS(=O)(=O)c2ccc3ccccc3c2)s1)c1ccc([N+](=O)[O-])cc1	-0.7	-2.1	-16.3	6.0	10.4	-1.7	2.0	1.5
O=C(COC(=O)[C@@H]1CCCN1S(=O)(=O)c1ccccc1F)c1ccccc1	0.1	17.2	0.1	-2.3	3.7	-14.9	-3.3	-11.9
CC[C@]1(C(=O)OC)[C@H]2C(=O)N(C)C(=O)[C@H]2[C@H]2CN(C)C(=NC3CCCCC3)N21	5.8	/	/	-0.5	13.6	8.0	/	3.8
COC(=O)c1c(NC(=O)CN(c2ccccc2)S(C)(=O)=O)sc2c1CCCC2	0.3	18.0	8.4	4.5	-12.5	18.3	-2.9	0.5
Cc1ccc(S(=O)(=O)/N=C2/NC(=O)/C(=C/c3ccccc3)S2)cc1	0.7	-18.1	5.0	2.3	-9.2	15.3	1.5	-5.8
COC(=O)c1nonc1NCn1nnc2ccccc21	1.1	0.7	-19.5	5.7	25.1	12.3	-9.6	-0.1
COc1ccccc1OCCC(=O)OCC(=O)NC(C)c1ccccc1 (configuration not stated)	2.3	7.9	-14.6	7.0	9.8	-3.4	5.0	-3.7
O=C(NNC(=O)c1ccncc1)Nc1ccc([N+](=O)[O-])cc1	1.8	-20.3	5.2	-3.6	22.0	-2.8	-10.0	-2.1
O=C(CSc1cc([N+](=O)[O-])cc(S(=O)(=O)Cc2ccccc2)c1)NC1CC1	2.5	-0.8	6.1	-2.0	15.2	-1.6	-2.9	-6.4
COc1ccc2o/c(=N/NC(=O)c3cccs3)c(C(N)=O)cc2c1	-30.7	-28.6	-7.9	-0.9	-92.6	-15.7	4.4	-8.2
CC(C)(C)c1ccc(OC(=O)c2ccc3snnc3c2)cc1	-0.6	2.6	1.0	-17.9	9.5	-1.2	-7.6	-2.2
Cc1nn(-c2ccccc2)c(Cl)c1C(=O)NCc1cccs1	-5.3	-3.8	-21.2	3.4	18.2	-6.4	1.6	-3.0
CCn1cc([N+](=O)[O-])c(=O)c2cc(F)c(N3CCOCC3)cc21	1.8	-4.0	-12.1	-12.5	-41.5	4.9	-4.9	-0.1
Cc1ccc(C(=O)Nc2nnc(CC(=O)N/N=C/c3ccncc3)s2)cc1	-24.0	-9.2	-11.9	-14.2	-76.2	7.0	-8.1	-5.8
Cc1ccccc1N(C(=O)c1ccccn1)C(C(=O)NCc1ccccc1)c1ccncc1 (configuration not stated)	-1.3	-0.1	-10.9	-2.7	8.3	-0.4	-4.5	-11.8
CN(c1ccccc1)S(=O)(=O)c1cccc(C(=O)Nc2cccc(C(=O)NC3CC3)c2)c1	0.3	5.6	-3.7	-3.8	3.9	-7.1	-6.1	-10.1
CCCCOC(=O)c1ccc(Nc2ccc([N+](=O)[O-])cn2)cc1	2.3	7.7	-11.0	3.4	8.9	-11.6	8.6	-2.3
Cc1cc(NC(=O)c2cccc(N3C(=O)CCC3=O)c2)no1	-1.6	-0.7	-13.9	6.2	10.2	-109.9	-6.2	2.9
CCOC(=O)c1cc2nc(-c3ccccc3)cc(C)n2n1	-5.3	2.4	1.9	-0.2	-285.3	7.3	-7.0	-1.4
O=C(Nc1ccc2c(c1)OCO2)C1CC(c2ccc(Cl)cc2)=NO1 (configuration not stated)	2.0	3.7	-8.3	2.0	22.1	-0.9	1.2	-1.7
CC(c1ccco1)N(C(=O)C12CC3CC(CC(C3)C1)C2)c1ccccn1 (configuration not stated)	-0.3	9.8	9.6	-2.5	18.4	1.4	10.3	-3.1
O=C(c1ccc(CNS(=O)(=O)c2cccc(Cl)c2)cc1)N1CCCC1	2.1	2.6	-23.6	-5.2	-2.2	-0.5	-12.7	-7.8
CCOc1nc(-c2ccccc2Cl)ccc1C#N	-1.2	17.5	5.0	-1.4	18.9	-4.1	-3.7	-4.9
Clc1ccccc1-c1nnc(-c2cccs2)o1	4.0	7.7	80.5*	79.9*	-139.5	9.9	72.3*	-5.6
COc1ccc2c(c1)c1nc3n(c(=O)c1n2CC(=O)Nc1cc(C)[nH]n1)CCS3	/	25.0	7.3	-3.2	/	-13.8	-3.2	-3.8
Cc1nn(C)c(C)c1NS(=O)(=O)c1cccc(Br)c1	0.1	-7.7	-4.1	-7.5	11.9	-0.5	1.2	-3.7
Cc1ccc(NC(=O)C(=O)NCCOc2ccccc2Cl)cc1	1.5	10.8	1.7	0.9	11.2	3.6	-2.5	-3.2
O=C(CSc1ncccn1)NCc1ccccc1Cl	-0.8	2.3	11.5	9.5	11.5	1.2	2.6	3.7
NC(=O)C(=O)N/N=C/c1c2ccccc2cc2ccccc12	-29.6	1.8	0.9	-1.5	-30.3	-5.0	-0.3	-7.7
O=C1CCc2cc(NS(=O)(=O)c3ccc(F)cc3)cc3c2N1CC3	1.1	5.1	-7.5	2.8	-6.4	4.5	9.7	0.4
CCCCNC(=S)NNC(=O)c1nn(C)c(C)c1Cl	1.4	12.7	-25.3	6.8	27.2	1.1	-1.9	-4.5
CCNc1nc(NCC)n2c(SCC(=O)c3ccccc3F)nnc2n1	-0.3	-2.6	-14.0	0.7	10.9	4.6	-3.6	6.7
COc1ccc(CCCC(=O)NC2CCCCC2C)c(C)c1 (configuration not stated)	0.6	-1.3	3.4	0.3	10.9	-7.7	6.8	29.3
CC(=O)Oc1cccc(C(=O)Nc2ccccc2C(=O)N2CCCC2)c1	0.1	10.9	-11.6	-5.4	-0.6	-21.5	-9.8	-7.9
O=C(CN1C2CCC1CC(NC(=O)NC1CCCCC1)C2)NC1CC1 (configuration not stated)	-0.4	10.9	2.8	3.4	29.0	-2.2	0.0	-1.4
CSc1ccccc1NC(=O)c1ccc2c(c1)CCN2S(C)(=O)=O	-0.3	-2.3	-34.0	-7.4	25.1	0.0	-17.2	-6.3
COc1ccccc1NC(=O)C(C)Sc1nnc2ccccn12 (configuration not stated)	-1.1	0.9	4.0	-7.0	-126.7	-20.7	13.3	-2.7
CC1(C)Cc2c(sc3c2C(=O)N(c2ccccc2)C2=NCCCN23)CO1	-17.0	13.3	23.0	5.6	-50.7	-19.6	0.8	-3.0

Next records follow.
compound	SENP1 FRET inh	UBC13 polyUb	SENP6 block	SENP7 block	SENP8 block-1	Apaf1 inhib	SENP8 block-2	APOBEC3G inh
Cc1cccn2c(=O)c3cc(C(=O)NC4CCCC4)c(=N)n(CCc4ccccc4)c3nc12	-26.8	11.9	-9.6	1.9	-331.9	23.1	-7.0	-1.0
Cc1cccc(C)c1NC(=O)CN(c1ccccn1)S(=O)(=O)c1ccc(F)cc1	0.5	0.9	-11.0	-11.9	-313.7	-36.9	-1.6	-5.3
O=C(O)c1cccc2c1C(=O)c1ccc(Cl)cc1S2(=O)=O	-7.5	1.6	-7.5	11.3	11.8	-2.2	6.5	-4.4
CNc1nc(C)c(C(C)(C)C)s1	0.4	0.8	-21.5	-6.7	-0.6	-7.3	-1.7	-5.2
CCCCn1c(N)c(N(Cc2ccccc2OC)C(=O)c2sccc2C)c(=O)[nH]c1=O	-1.8	1.3	-20.1	-3.6	-2.5	11.6	-12.2	-9.4
Cn1c(=O)c2cc(S(=O)(=O)NC(C(=O)N3CCCCCC3)c3ccccc3)ccc2n(C)c1=O (configuration not stated)	0.4	0.5	7.6	1.4	0.7	5.6	1.3	-0.7
O=C(O)/C=C/c1cn(Cc2ccccc2Cl)nc1-c1ccccc1	0.3	4.0	1.0	3.3	22.1	-16.7	1.5	-7.2
CC(=O)C1C(=O)CC(C)(O)C(C(C)=O)C1c1ccccc1 (configuration not stated)	-0.5	8.3	-28.3	2.6	5.8	0.6	6.2	-4.5
Cc1cccc(CSC(Nc2ccc(F)cc2)=C(C#N)C#N)c1	-0.5	0.3	-6.8	-6.5	23.0	2.1	-8.6	-4.6
C#CCOCCOCCOCCNc1nc(N2CCN(C(=O)CCCCCCCCCCNC(=O)[C@H]([C@@H](C)CC)n3cc(CCCCCN)nn3)CC2)nc(N2CCN(C(=O)CCCCCCCCCCNC(=O)[C@H](CCCCN)n3cc(CCCC(=O)O)nn3)CC2)n1	1.8	114.0*	-27.3	0.7	15.1	55.7*	-12.7	-5.3
CCCOc1ccc(C(=O)CCC(=O)NNC(=O)c2ccncc2)cc1	-0.3	10.5	-2.3	-3.1	7.2	-7.5	-4.0	-5.4
CC1(C)CCC[C@]2(C)C(CS(=O)c3ccccc3)=C(C=O)CC[C@@H]12 (some centres not stated)	1.4	-3.6	-4.2	-0.5	23.5	9.5	2.6	-0.9
CC(C)c1nc(SCC(=O)N2CCCc3ccccc32)c2c(=O)n(C)c(=O)n(C)c2n1	0.7	1.9	-7.9	-7.3	9.3	38.3	-8.1	-1.0
COc1ccc(CCNC(=O)C2CCCN(c3ncccn3)C2)cc1 (configuration not stated)	1.2	2.9	-12.6	5.1	-4.1	-9.9	3.6	-5.8

Retrieved one by one from the list above (three):
compound	SENP1 FRET inh	UBC13 polyUb	SENP6 block	SENP7 block	SENP8 block-1	Apaf1 inhib	SENP8 block-2	APOBEC3G inh
Cn1c(=O)c2cc(S(=O)(=O)NC(C(=O)N3CCCCCC3)c3ccccc3)ccc2n(C)c1=O (configuration not stated)	0.4	0.5	7.6	1.4	0.7	5.6	1.3	-0.7
O=C(O)/C=C/c1cn(Cc2ccccc2Cl)nc1-c1ccccc1	0.3	4.0	1.0	3.3	22.1	-16.7	1.5	-7.2
CC(=O)C1C(=O)CC(C)(O)C(C(C)=O)C1c1ccccc1 (configuration not stated)	-0.5	8.3	-28.3	2.6	5.8	0.6	6.2	-4.5
